HCV inh: blocks hepatitis C virus; Potency, µM (highest dose often 41.8 µM), for inactives: top-dose activity change, negative = inhibition, actives largely listed as inhibitors; Huh7.5.1 HCVcc-Cre infection, luciferase reporter, 44 h; 3.4% of 340,000 active; AID 651820
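Cells (1,000/well) were plated 4 h before compound, then infected with HCVcc-Cre virus (~0.5 moi). After 44 h further culture, infection was read as luciferase luminescence following a 15 min substrate incubation at room temperature.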
Pf growth 96h: inhibits malaria parasite growth, 96 h | P. falciparum luciferase reporter growth, 96 h | Potency, µM (series often up to 28.7 µM), inactives show at the top dose activity change, negative = inhibition, most hits filed as inhibitors | 6.9% of 320,000 active | AID 504834
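Two parasite generations (96 h, 37 C, 5% CO2) of compound exposure in infected erythrocytes (0.05% parasitemia, 2% hematocrit). Luciferase-reporter P. falciparum; decreased luminescence indicates inhibited growth, aimed at apicoplast-acting delayed death.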
Sm TGR block: S. mansoni TGR enzyme inhibition | 3% of 360,000 active | Potency, µM (top dose mostly 114 µM), without a hit: top-dose activity change, negative = inhibition, actives largely listed as inhibitors | Q962Y6 | purified TGR, DTNB reduction, TNB absorbance 405 nm; further: nearly all actives have a fitted effect of over 60% in size
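TGR 20 nM + NADPH 100 uM (dispensed conc.), cpd preinc 15 min RT; start with NADPH (500 uM addition) then DTNB (15 mM addition). Kinetic TNB absorbance, 405 nm filter. Four-parameter Hill fit across titration.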
Pf growth 48h: inhibits P. falciparum growth in the first generation, 48 h | P. falciparum luciferase growth in erythrocytes, 48 h | Potency, µM (highest dose often 28.7 µM), without a hit: top-dose activity change, negative = inhibition, actives largely listed as inhibitors | 5.9% of 310,000 active
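Cell-based growth assay: transgenic P. falciparum expressing firefly luciferase, cultured in red cells within RPMI 1640 containing 0.5% w/v Albumax, 24 mM bicarbonate and gentamycin. A drop in luciferase activity indicates inhibition.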
TbPYK inhibitor: blocks Trypanosoma brucei pyruvate kinase; Q57TT1; TbPYK enzyme, Kinase-Glo Plus ATP luminescence, 45 min; Potency, µM (highest dose often 76.8 µM), for the others: at the highest dose activity, negative = inhibition, most hits filed as inhibitors; 0.12% of 410,000 active; further: nearly all actives have a fitted effect of over 50% in size
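TbPYK + substrate in 50 mM TEA pH 7.2, 100 mM KCl, 10 mM MgCl2, 0.05% BSA, 0.01% Tween-20; cpd pinned; ADP 130 uM final; 45 min RT; Kinase-Glo Plus 10 min; luminescence endpoint.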
LmPK inh: LmPK (Leishmania mexicana) enzyme inhibition; Q27686; purified LmPK, Kinase-Glo ATP luminescence, 1 h; Potency, µM (titrated, usually from 57.5 µM), for the others: at the highest dose activity change, negative = inhibition, usual class: inhibitors; 0.37% of 290,000 active
Target sequence (Q27686 whole entry, looked up): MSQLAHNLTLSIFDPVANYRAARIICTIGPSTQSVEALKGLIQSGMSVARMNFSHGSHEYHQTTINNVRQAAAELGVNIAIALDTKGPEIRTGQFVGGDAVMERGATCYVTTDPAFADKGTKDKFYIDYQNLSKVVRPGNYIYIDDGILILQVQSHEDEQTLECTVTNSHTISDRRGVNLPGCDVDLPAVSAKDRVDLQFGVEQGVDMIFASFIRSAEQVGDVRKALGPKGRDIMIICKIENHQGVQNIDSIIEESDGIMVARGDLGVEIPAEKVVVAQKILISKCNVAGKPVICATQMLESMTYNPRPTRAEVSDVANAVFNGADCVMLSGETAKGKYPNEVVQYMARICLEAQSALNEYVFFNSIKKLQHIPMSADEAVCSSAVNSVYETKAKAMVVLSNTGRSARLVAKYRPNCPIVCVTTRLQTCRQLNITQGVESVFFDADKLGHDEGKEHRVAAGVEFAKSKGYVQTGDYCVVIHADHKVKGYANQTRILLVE
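Pyruvate kinase activity monitored as ATP production (luciferase luminescence). Conditions: 0.1 nM enzyme, 0.5 mM PEP, 0.1 mM ADP, 1 h, RT; normalized against uninhibited and no-enzyme wells.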
Active calls of the source: *; i = inactive; ? = inconclusive; nt = no result given; & = joins results of further samples; [ ] = remark or other dose. The call rests on the fitted dose curve; in most records, active means well fitted curve in the direction sought with a large enough effect; inconclusive means small, poorly fitted or top-dose-only effect, or another doubt; inactive means no such curve, though single readings can be large; an effect the other way counts as inactive or inconclusive. On the % scale 0 is the no-effect control and ±100 the full control effect; potency means the concentration at half of the fitted maximal effect.

Order of values: HCV inh, Pf growth 96h, Sm TGR block, Pf growth 48h, TbPYK inhibitor, LmPK inh
CCOC(=O)Cc1csc(SCC(=O)Nc2cc(Cl)ccc2Oc2ccccc2)n1
  10µM*, nt, 4%, -19%, -6%, 3%
Cc1ccc(NC(=O)/C(C#N)=C/c2ccc(Sc3nc(C)cc(C)n3)o2)cc1
  0%, nt, -4%, 16%, -7%, 1%
O=C(c1ccccc1)c1cccc(NC(=O)c2ccc(Br)o2)c1
  ?, nt, -2%, ?, 4%, -4%
NC(=O)CN1CCOCCOCCN(CC(N)=O)CCOCC1
  2%, nt, -28%, 8%, -12%, 3%
COc1cc(/C=C/C(=O)OCC(=O)Nc2ccc([N+](=O)[O-])cc2)ccc1O
  -7%, ?, -9%, ?, -4%, 4%
CC(NC(=O)CN(C)Cc1cccc(Cl)c1)c1ccccc1 (stereo not given)
  -5%, 6%, 4%, -8%, 26%, 0%
C[C@](O)(CS(=O)(=O)c1ccc(F)cc1)C(=O)Nc1ccc(C#N)c(C(F)(F)F)c1
  nt, ?, nt, -29%, -10%, nt
CN(CCNC(=O)CCCOc1cc(=O)n(C)c2ccccc12)Cc1ccccc1
  25%, -15%, -15%, -10%, -5%, -4%
O=C(COC(=O)CCCc1nc2ccccc2s1)NC(=O)NCc1ccco1
  19%, 2%, -10%, -7%, 0%, 1%
Cc1cccc(N2CC(=O)N(c3cccc(C)c3)CC2=O)c1
  34%[activator], -1%, 3%, 9%, 3%, 4%
O=C(COC(=O)Cc1ccccc1F)Nc1cc(S(=O)(=O)N2CCOCC2)ccc1N1CCCC1
  2%, 75%[activator], -7%, -1%, -9%, 7%
CCOc1cc(-c2nc(-c3ccc(OC)cc3)no2)cc(OCC)c1OCC
  ?, ?, -20%, 15%, -1%, -2%
O=C(NCCCCl)C1CC(=O)N(CCc2ccc(F)cc2)C1 (stereo not given)
  7%, 23%, -1%, 9%, -2%, -6%
CCn1ccnc1CN(C)C(=O)CC1C(=O)NCCN1Cc1c(F)cccc1Cl (stereo not given)
  11%, 10µM*, ?, 48%[activator], 1%, 1%
c1ccc(-c2cc(N3CCCCC3)c3ccccc3n2)cc1
  ?, 9.3µM*, 3%, ?, 3%, -1%

Fetched one by one from the entries so far (4):
Order of values: HCV inh, Pf growth 96h, Sm TGR block, Pf growth 48h, TbPYK inhibitor, LmPK inh
CCn1ccnc1CN(C)C(=O)CC1C(=O)NCCN1Cc1c(F)cccc1Cl (stereo not given)
  11%, 10µM*, ?, 48%[activator], 1%, 1%
O=C(COC(=O)CCCc1nc2ccccc2s1)NC(=O)NCc1ccco1
  19%, 2%, -10%, -7%, 0%, 1%
CCOC(=O)Cc1csc(SCC(=O)Nc2cc(Cl)ccc2Oc2ccccc2)n1
  10µM*, nt, 4%, -19%, -6%, 3%
Cc1cccc(N2CC(=O)N(c3cccc(C)c3)CC2=O)c1
  34%[activator], -1%, 3%, 9%, 3%, 4%

(listing goes on)
Order of values: HCV inh, Pf growth 96h, Sm TGR block, Pf growth 48h, TbPYK inhibitor, LmPK inh
CCC(CC)C1C(C#N)=C(N)Oc2cc(C)oc(=O)c21 (stereo not given)
  26%, -13%, 0%, nt, -9%, -1%
Cc1n[nH]c(=O)c2c(NC(=O)CSc3nc4ccccc4c(=O)n3CCCO)oc(C)c12
  7%, 31%[activator], 0%, 26%, -6%, -6%
CCC1CCCCN1Cc1nc2c(c(=O)n(C)c(=O)n2C)n1Cc1ccccc1 (stereo not given)
  -25%, 7.4µM*, 5%, ?, -14%, 3%
Cc1coc2c1c(C)cc1oc(=O)c(CC(=O)NCCCN3CCCC3=O)c(C)c12
  -17%, -23%, 4%, -1%, -5%, -4%
CC1CCCCC1NC(=O)c1cn(C)c2ccc(S(=O)(=O)N3CCOCC3)cc2c1=O (stereo not given)
  0%, ?, -3%, ?, 3%, 1%
CCc1nn(CC(=O)NCCCN2CCN(C)CC2)c(=O)c2cc3sc(C)cc3n12
  -14%, ?, ?, 14%, -1%, 9%
O=C(CSc1nnc(-c2cccnc2)o1)OC1CCCCC1
  18%, -15%, 3%, 16%, 1%, -4%
COc1ccc(S(=O)(=O)Oc2ccc3c(c2)O/C(=C\c2cccnc2)C3=O)cc1
  ?, -5%, 0%, nt, 3%, 4%
COCCn1c(SCc2ccc(C(=O)OC)o2)nnc1-c1c[nH]c2ccccc12
  4%, 3%, -20%, nt, -9%, 0%
CN(C)CCNC(=S)Nc1ccc(F)c(F)c1F
  -3%, 25%, 4%, -5%, 6%, -5%
Cc1ccc(Oc2cc(N3CCOCC3)nc(-c3ccccc3)n2)cc1
  -12%, ?, 15%, -9%, 6%, 8%
COc1ccc(CNc2cccc(C)n2)c(O)c1
  14%, 232%[activator], -35%, 9%, 4%, -4%
O=C(Nc1cccc(-n2cccn2)c1)C1CCCN(Cc2cc3ccccc3[nH]2)C1 (stereo not given)
  ?, -30%, ?, ?, -9%, 2%
Cc1cc2ccccn2c1C(=O)c1nc(NCc2ccccc2)ncc1Cl
  ?, ?, 9%, ?, 9%, 6%
N#CC1=C(N)C(C#N)(C#N)C(c2cccnc2)C2CC(c3ccccc3)CC=C12 (stereo not given)
  -17%, 12µM*, ?, ?, -20%, -3%
COC(=O)C1=C(C)Nc2[nH]c(=S)[nH]c(=O)c2C1c1ccc(O)cc1 (stereo not given)
  10%, ?, 9%, -27%, -8%, 2%
Cc1nc(NC(=O)c2csc3ccccc23)sc1C
  -25%, nt, 0%, -53%, -4%, -1%
COC(=O)c1c(NC(=O)C2COc3ccccc3O2)sc2c1CCN(Cc1ccccc1)C2 (stereo not given)
  ?, ?, 5%, 5.2µM*, -5%, 4%
O=C(NCCCn1ccnc1)c1cc(-c2ccncc2)nc2ccccc12
  2%, -3%, 4%, -21%, 4%, -1%
Cc1cccc(OP(=O)(Nc2c(C)n(C)n(-c3ccccc3)c2=O)Oc2cccc(C)c2)c1
  5%, 16%, -4%, 13%, -7%, 1%
C=CCn1c(C)cc(C(=O)COC(=O)/C=C/c2c(C)nn(C3CCS(=O)(=O)C3)c2Cl)c1C (stereo not given)
  -16%, ?, -16%, ?, 2%, nt
O=C(NCCOc1nc(N2CCOCC2)nc(N2CCOCC2)n1)Nc1ccccc1
  ?, 5%, ?, -22%, 4%, -1%
COc1ccccc1N(C(=O)c1ccncc1)c1nc(-c2ccc([N+](=O)[O-])cc2)cs1
  ?, ?, 8%, 9.3µM*, -6%, 1%
COc1ccc(Cc2nc3ccc(C(=O)N4CCN(C)C(C)C4)cc3o2)cc1OC (stereo not given)
  ?, -2%, ?, 0%, -9%, -5%
Cc1ccc(N2C(=O)c3sc4nnc(C)c(=O)n4c3C2=O)cc1
  4%, 21%[5.75 µM], -9%, -24%, -5%, 0%
CC(=O)c1ccc(S(=O)(=O)N(C)CCCC(=O)N(C)Cc2c(F)cccc2Cl)cc1
  1%, 12µM*, 5%, ?, 3%, -3%
S=C(NCCCN1CCOCC1)Nc1ccc(-c2nc3ccccc3[nH]2)cc1
  ?, ?, ?, ?, -10%, -2%
CC1(C)CC2CC(C)(CN2C(=S)Nc2ccccc2F)C1 (stereo not given)
  17%, 3%, 10%, -9%, 2%, 8%
CCCCNC(=O)CN1C(=O)NC(Cc2ccccc2)(Cc2ccccc2)C1=O
  11%, 8%, -12%, -10%, 7%, 0%
Cc1ccc(C)c(OCC(=O)Nc2ccc(S(=O)(=O)Nc3onc(C)c3C)cc2)c1
  -5%, 26%, -5%, 25%, -16%, -4%
Cn1c(N2CCC(C(N)=O)CC2)nc2c1c(=O)n(Cc1cccc(Br)c1)c(=O)n2C
  -7%, ?, 11%, -20%, -1%, -1%
Cc1ccc(CNC(=O)CCS(=O)(=O)c2ccc(Br)cc2)cc1
  19%, ?, -3%, -11%, -11%, 4%
COc1ccc(C2CC(c3ccc4ccccc4c3)=NN2C(=O)CNC2CCCCC2)cc1 (stereo not given)
  ?, ?, 11%, ?, -14%, -7%
COc1ccc(NC(=O)Cc2nnc(SCC(=O)c3ccccc3)n2C)cc1
  8%, -2%, 3%, 13%, -3%, 3%
COc1ccc(S(=O)(=O)n2nc(C)c(S(=O)(=O)N3CCOCC3)c2C)cc1
  3%, -11%, 5%, 10%, 6%, 2%
COc1ccc(Cc2nnc(NC(=O)c3ccc(OC)c(OC)c3)s2)cc1OC
  -18%, 21%, 0%, -10%, 1%, -6%
O=C1C2(c3ccccc3)CN3CN(C2)CC1(c1ccccc1)C3
  7%, -1%, 7%, nt, 5%, 2%
C/C(=N\NC(=O)c1ccc(NS(=O)(=O)c2cccs2)cc1)c1ccc(O)cc1O
  -19%, -57%, -2%, ?, -2%, 6%
Cc1ccc(S(=O)(=O)N(C)CC(=O)N2CCN(C(=O)c3ccco3)CC2)cc1
  14%, -5%, -31%[11.4 µM], nt, 0%, 6%
O=C(Nc1ccccc1C(=O)O)c1cccc(N2C(=O)c3ccccc3C2=O)c1
  9%, -48%, 0%, 10%, -8%, -6%
O=C(Nc1ccc2c(c1)COC2=O)c1ccc(Cl)c(Cl)c1
  -28%, 26%, -9%, 24%, -3%, -8%
COc1ccc(Cc2nc(-c3ccncc3)no2)cc1
  -12%, ?, 14%, ?, 4%, 2%
Cc1ccc(S(=O)(=O)Nc2ccccc2C(=O)N2CCCCC2C)c(C)c1NS(C)(=O)=O (stereo not given)
  5%, -4%, -4%, 0%, 2%, 1%
CC1SC(C)C(=O)N(CC(=O)NCc2ccc(F)cc2)C1=O (stereo not given)
  13%, 35%[activator], -2%, -1%, -8%, -4%
Cc1ccccc1NC(=O)c1ccccc1
  10%, nt, 7%, 24%, -6%, -2%

The final 2 entries of the section before lead into the next.
Order of values: HCV inh, Pf growth 96h, Sm TGR block, Pf growth 48h, TbPYK inhibitor, LmPK inh
CC1SC(C)C(=O)N(CC(=O)NCc2ccc(F)cc2)C1=O (stereo not given)
  13%, 35%[activator], -2%, -1%, -8%, -4%
Cc1ccccc1NC(=O)c1ccccc1
  10%, nt, 7%, 24%, -6%, -2%
Cn1c(=N)n(CC(=O)c2cccs2)c2ccccc21
  -14%, i, 11%, 200%[activator], 6%, 4%
Cc1cc(C)c(NC(=O)C2=CCN(S(=O)(=O)c3ccc(F)cc3)CC2)c(C)c1
  -1%, ?, -11%, 5%, -6%, 1%
CN(Cc1nccs1)C(=O)C1CCC(=O)N(CCc2ccc(Cl)cc2)C1 (stereo not given)
  3%, ?, 1%, 0%, -5%, 1%
Cc1cccc(NS(=O)(=O)c2cc([N+](=O)[O-])ccc2C)n1
  8%, -3%, nt, 4%, 11%, 2%
COCCCNC(=O)CSc1nc2cc3c(cc2c(=O)n1CCCC(=O)NCc1ccc(OC)cc1)OCO3
  ?, 10µM*, 5%&10%, -16%, -4%&0%, 4%
C/C(=N/N=C1\SCC(=O)N1c1ccccc1)c1ccc(C)cc1
  25%, ?, 11%, ?, -3%, 0%
Cc1ccc(N2C(=O)CC(C)(C)CC2=O)cc1Cl
  1%, 0%, 4%, ?, -7%, -1%
COc1ccc(CC(=O)Nc2ccc(-c3ccc4nnc(C)n4n3)cc2)cc1OC
  2%, -36%, 3%, -18%, -7%, -1%

No enrichment for hits; about 16% have a hit in one of these screens.
